# Compound activity: PubChem BioAssay, several laboratories
# SR-BI DiI inh = inhibitors of mouse SR-BI mediated HDL lipid uptake | ldlA[mSR-BI] CHO cells, DiI-HDL uptake fluorescence, 3 h | inhibition, % at 12.5 µM | 0.96% of 320,000 active | AID 488896;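 active = mean replicate inhibition of at least 70% and a set share of replicates each scoring 70 or more; inconclusive = meets just one of the two criteria; inactive = fails both criteria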;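 note: 0% = median of neutral control wells and 100% = median of positive control wells; values of inactives mirror those of a sister screen read the other way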
# SR-BI DiI-HDL act = enhances SR-BI lipid uptake from DiI-HDL; CHO ldlA[mSR-BI] cells, DiI-HDL uptake fluorescence, 3 h; 100 = double the neutral-control signal; AID 504775; 0.096% of 320,000 active; activation, % at 12.5 µM;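 active = mean replicate activation of at least 60% and every replicate at or above 60%; inconclusive = mean or all-replicate condition met, but not both; inactive = mean below 60% and not all replicates reaching 60%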;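 note: 0% = median plate neutral-control signal and 100% = twice that signal; values of inactives mirror those of a sister screen read the other way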
#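 material = CHO ldlA[mSR-BI] cells | medium = Ham's F12 with 0.5% BSA, HEPES 25 mM, pH 7.4 | reagent = fluorescent DiI-HDL, 10 µg/mL final | compound dosing = single-point compound dose | incubation = 3 h, 37 °C | measured by = bottom-read fluorescence, 550/595 nm | measure = HDL uptake via cellular fluorescence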
# Keap1 Nrf2 FP = Keap1-Nrf2 (human) interaction inhibition; Q14145; Keap1 Kelch-Nrf2 peptide fluorescence polarization, 1536-well; inhibition, % at 9.4 µM; 0.15% of 340,000 active; AID 504523; in the data active = inhibition above about 12%; inconclusive = no clear call, values can overlap the other calls; inactive = below about 7.3%;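 note: human Keap1 Kelch domain with fluorescein labeled Nrf2 9mer peptide probe; 0% = neutral control wells and 100% = peptide positive control; higher means more block of Keap1 binding to Nrf2 peptide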
# PvdQ acylase = P. aeruginosa PvdQ acylase inhibition; purified PvdQ acylase, fluorescence plate reader; AID 488965; inhibition, % at 10 µM; 0.063% of 340,000 active; in the data active = inhibition above about 30%, passing the limit was not always enough; inconclusive = no clear call, values can overlap the other calls;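 note: 0% = vehicle neutral wells and 100% = reference inhibitor wells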
# PKA-R2B act = activates the human PKA-R2B holoenzyme complex. activation, % at 11.4 µM. 0.079% of 340,000 active. PKA-R2B holoenzyme dissociation, Cy5-IP20 fluorescence polarization; R2B truncated from residue 108, S112A mutant; 0% DMSO only, 100% 113 µM cGMP. P22694+P31323;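 active = activation above a cutoff set at the mean over all compounds plus 3 SD, cut at about 18% in these data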;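 note: higher means more holoenzyme dissociation and a rise in polarization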
# Arrestin-AP2 inh = blocks beta-arrestin peptide binding to AP2 adaptin; FITC-arrestin peptide / GST-AP2 beads, flow cytometry; AP2 beta2 appendage carries R879A mutation; inhibition, % at 10 µM; 0.31% of 340,000 active;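 active = inhibition above a set limit, near 3 SD of compounds lacking own fluorescence, cut at about 54% in these data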;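 note: plate controls were DMSO wells for no effect and 5 µM unlabelled arrestin peptide for full effect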
#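 System: GST-AP2 R879A glutathione beads | Also added: FITC-arrestin peptide, 50 nM | Times: 12 min plus 1 h, RT | Signal: Bead flow cytometry, FITC channel | Buffer or medium: PBS with 0.05% Tween 20 and 0.1% BSA | Read-out basis: Percent drop in bead-associated FITC signal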
# C-LANA FP = blocks KSHV LANA C-terminal domain binding to DNA | 0.078% of 340,000 active | MBP-C-LANA/FAM-LBS DNA binding, fluorescence polarization | inhibition, % at 9 µM;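 active = highest replicate inhibition at or above 60% at 9 µM, even if other replicates fall short; inactive = all replicates below 60% inhibition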;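 note: 0% = neutral control wells and 100% = 4 µM acridine orange control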
# NSD2 HMT inh = NSD2 (human) methyltransferase inhibition. AID 743445. O96028. NSD2 peptide methylation, AlphaScreen, 120 min. 0.54% of 310,000 active. inhibition, % at 12.5 µM; in the data active = inhibition above about 50%
# DAGLB inhibitor = blocks human DAGLB lipase activity | HEK293T DAGLB membrane lysate, EnzChek fluorogenic substrate | inhibition, % at 5.17 µM | 0.059% of 340,000 active | AID 504411; in the data active = inhibition above about 34%;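 note: 0% = enzyme with vehicle and 100% = wells lacking enzyme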
# Target sequence (Q8NCG7 whole entry, looked up): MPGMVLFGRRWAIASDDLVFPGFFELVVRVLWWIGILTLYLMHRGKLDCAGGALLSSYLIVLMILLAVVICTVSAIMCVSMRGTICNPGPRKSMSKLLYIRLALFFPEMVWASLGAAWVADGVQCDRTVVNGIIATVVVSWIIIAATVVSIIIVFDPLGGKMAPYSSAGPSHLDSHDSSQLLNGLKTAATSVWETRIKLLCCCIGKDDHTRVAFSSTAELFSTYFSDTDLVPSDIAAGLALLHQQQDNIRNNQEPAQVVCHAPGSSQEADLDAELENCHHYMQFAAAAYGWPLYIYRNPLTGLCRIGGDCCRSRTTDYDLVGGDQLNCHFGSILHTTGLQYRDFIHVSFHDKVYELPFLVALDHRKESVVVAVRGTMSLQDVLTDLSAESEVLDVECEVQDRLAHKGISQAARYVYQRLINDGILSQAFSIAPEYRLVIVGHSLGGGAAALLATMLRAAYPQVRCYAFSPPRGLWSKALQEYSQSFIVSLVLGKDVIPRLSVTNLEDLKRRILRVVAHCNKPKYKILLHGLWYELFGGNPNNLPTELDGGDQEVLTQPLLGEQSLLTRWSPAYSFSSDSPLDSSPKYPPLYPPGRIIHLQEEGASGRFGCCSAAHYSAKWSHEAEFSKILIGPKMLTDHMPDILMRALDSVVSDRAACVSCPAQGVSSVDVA
# Cardiac RTF inh = cardiac RTF calcium desensitization | P19429+P45379 | IANBD-labeled cardiac RTF, Ca2+ fluorescence | inhibition, % at 7.15 µM | 0.12% of 340,000 active | AID 493244;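 active = inhibition above the mean inhibition of all tested compounds plus 3 SD, cut at about 17% in these data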;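 note: assay run at fixed EC70 calcium of 1.6 mM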
# Starred values were filed as active, the others as inactive; ? = inconclusive; . = no result given.
canonical_smiles,SR-BI DiI inh,SR-BI DiI-HDL act,Keap1 Nrf2 FP,PvdQ acylase,PKA-R2B act,Arrestin-AP2 inh,C-LANA FP,NSD2 HMT inh,DAGLB inhibitor,Cardiac RTF inh
CCC(C(=O)Nc1ccc(C(=O)O)cc1NC(=O)C(CC)c1ccccc1)c1ccccc1 (centres undefined),-6,6,-1,-11,-18,-2,2.0,4,3,0
O=C(NCC(=O)N1CCC2(CC1)NCCc1[nH]cnc12)c1ccccc1F,-9,9,-3,-16,-6,5,-0.4,-3,-1,-5
O=C1OC(N2CCN(C(=O)c3ccco3)CC2)c2ccccc21 (centres undefined),-8,8,-3,-11,-7,8,-0.1,4,0,-8
CC(C)(C)CC(C)(C)NC(=O)c1ccc2snnc2c1,.,.,1,-8,-4,0,-0.7,-1,0,-10
CCOCCCNC(=O)c1cc2c(=O)n3ccccc3nc2s1,-18,18,-2,-10,-9,-22,2.1,8,1,-10
c1ccc2c(c1)NC1(CCCCC1)n1c-2nc2ccccc21,9,-9,-3,-5,1,10,0.4,-7,1,0
CS(=O)(=O)c1ccccc1C(=O)Nc1cc2c(cc1C(=O)O)OCCCO2,-4,4,0,-7,2,2,-0.6,.,-1,-13
Cc1ccc(C(=O)Nc2scc(-c3ccccc3)c2C(=O)O)cc1,6,-6,-6,-8,3,2,0.4,-1,8,-5

# 3 entries already listed, arranged by the value under Arrestin-AP2 inh, ascending.
compound	Arrestin-AP2 inh
CCOCCCNC(=O)c1cc2c(=O)n3ccccc3nc2s1	-22
CC(C)(C)CC(C)(C)NC(=O)c1ccc2snnc2c1	0
Cc1ccc(C(=O)Nc2scc(-c3ccccc3)c2C(=O)O)cc1	2

# More entries follow:
canonical_smiles,SR-BI DiI inh,SR-BI DiI-HDL act,Keap1 Nrf2 FP,PvdQ acylase,PKA-R2B act,Arrestin-AP2 inh,C-LANA FP,NSD2 HMT inh,DAGLB inhibitor,Cardiac RTF inh
Cc1noc(C)c1S(=O)(=O)N(C)C[C@H]1Oc2ccc(NC(=O)NC3CCCCC3)cc2C(=O)N([C@H](C)CO)C[C@@H]1C,11,-11,-3,-12,-6,-2,0.6,.,2,-11
CCOc1ccc(NC(=O)N(CCN2CCOCC2)Cc2ccc3c(c2)CCCN3CC)cc1,18,-18,3,4,2,28,1.0,19,3,-8
CN(C)S(=O)(=O)c1ccc(C(=O)OCC(=O)Nc2ccc(OC(F)F)cc2)cc1,-6,6,1,-10,-4,-3,0.7,27,-1,0
CC(C)(C)c1ccc(C(=O)CCC(=O)OCC(=O)NCCc2ccc(S(N)(=O)=O)cc2)cc1,39,-39,-3,-4,-3,7,-0.2,1,-1,7
Cc1ccccc1CSc1nsc(N)n1,7,-7,3,-8,-8,-8,1.9,-1,-3,-6
O=C1c2ccccc2C(Nc2ccc(Cl)cn2)N1c1cccnc1 (centres undefined),-32,32,-6,-9,1,0,0.9,.,1,-5
COc1cc2c(cc1OC)-c1cc(NCc3ccccn3)nc(=O)n1CC2,3,-3,1,-6,-5,-4,1.4,1,10,-4
Cc1cc(C)n2nc(SCC(=O)NC(=O)c3ccccc3)nc2n1,-25,25,-3,-8,-3,9,1.7,0,4,-7
O=C(Oc1cc(-c2ccccc2)no1)c1ccc(F)cc1,-25,25,-6,-11,-11,5,0.5,1,0,3
Cc1ccc(C)c(S(=O)(=O)N2CCCOC2CNC(=O)C(=O)NCc2cccnc2)c1 (centres undefined),25,-25,1,-12,-5,-5,0.4,58*,0,-7
COc1ccc(C(=O)/C=C/Nc2cc(C)on2)cc1,24,-24,-5,-8,1,-8,0.5,-2,-4,-10
CN(CC(=O)Nc1ccc(Cl)cc1)C(=O)CNC(=O)c1cccs1,3,-3,3,-1,2,17,-1.0,-1,-1,-1
Cn1ncc([N+](=O)[O-])c1C(=O)N/N=C/c1ccc(F)cc1,-20,20,-4,-1,-1,0,-1.4,-6,-1,-4
O=C(Cc1ccc(Cl)cc1)NCCCNC(=O)c1cccnc1,-11,11,0,7,0,11,0.0,1,-2,8
CCN1C(=O)/C(=C/N(C)c2ccccc2)OC1=S,1,-1,-1,-3,1,-6,-0.1,-1,-3,-7
COC(=O)c1c(NC(C)=O)sc(C(=O)Nc2ccccc2OC)c1C,72*,-72,-4,-9,3,3,-0.1,-5,-2,4
CCOC(=O)Cc1csc(NC(=O)CSc2nnc(-c3ccncc3)n2Cc2ccco2)n1,-10,10,-7,-8,1,29,1.2,-2,1,-27
COC(=O)c1ccccc1S(=O)(=O)N1CCC(C(=O)N(C)CCOc2ccccc2)CC1,6,-6,-8,-8,-9,10,0.8,9,0,-6
CCOC(=O)c1cc(NC(=O)N2CCCCC2)c(C)nc1C,39,-39,-6,1,-12,-4,-0.1,-2,1,-3
COc1ccc(S(=O)(=O)NC2CCCCCC2)c(OC)c1,-9,9,-6,-4,-2,-1,-0.9,-2,1,7
CC1(C)C(=O)Nc2ccccc2N1C(=O)COC(=O)c1cc(S(C)(=O)=O)ccc1Cl,68,-68,2,-14,-3,-2,1.6,0,4,4
Cc1cccc2sc(NC(=O)C3CCN(C(=O)c4ccco4)CC3)nc12,.,.,3,2,4,13,-0.8,.,-3,3
CCc1cc(S(=O)(=O)N2CCN(C(=O)c3ccco3)CC2)ccc1OC,2,-2,-2,-15,4,3,-0.7,2,-2,-3
CCOc1cccc(CN(CC)CC2CCCN(CCc3cccc(OC)c3)C2)c1O (centres undefined),7,-7,0,-10,-5,-6,-1.7,14,1,-9
Cc1n[nH]c(=O)c2c(NC(=O)COC(=O)Cc3c(F)cccc3Cl)oc(C)c12,-18,18,2,-13,-9,-14,1.2,.,2,-11
Cc1ccc(NC(=O)N[C@H](C(=O)O)C(C)C)c(C)c1,.,.,-2,-3,-1,34,-0.6,-1,-8,-3
CC(=O)c1ccc(N2CCN(C(=O)c3ccc(NC(=O)C4CCCO4)cc3)CC2)cc1 (centres undefined),2,-2,1,-6,3,5,-0.8,3,4,7
COc1ccc(C(=O)COC(=O)CNS(=O)(=O)c2ccc(C)cc2)cc1,0,0,-10,-11,-7,2,-0.6,0,-3,-3
COc1cc(OC)cc(C(=O)NCC(=O)N2CCN(c3ccc(O)cc3)CC2)c1,.,.,0,17,-7,12,-0.2,1,-1,-9
O=C(c1cc(-c2ccccc2O)on1)N1CCCC1,23,-23,-3,-9,6,0,0.9,.,-1,-6
O=C(NC1CCCC1)C(c1ccc(F)cc1)N(C(=O)c1csnn1)c1ccccc1F (centres undefined),-11,11,-4,-15,-10,-1,-1.1,-6,-1,-47
NC(=O)c1cc([N+](=O)[O-])ccc1NCc1ccc(F)cc1,14,-14,1,2,-2,26,-0.5,.,-1,6
Cc1cc(NC(=O)c2ccc(-c3ccccc3[N+](=O)[O-])o2)no1,9,-9,-2,-3,11,20,-0.9,-1,-1,-9
COc1ccc(NC(=O)CSc2c(C)nn(-c3nnc(C)c(=O)[nH]3)c2C)cc1,-19,19,0,-18,-2,-7,-1.0,.,-1,2
Nc1nc(-c2ccc(S(=O)(=O)N3CCCCC3)cc2)cs1,-22,22,1,-7,-5,3,1.4,0,3,-7
CCOC(=O)c1ccc(NC(=S)N(CCN2CCCCCC2)Cc2ccco2)cc1,20,-20,-6,-10,4,-36,2.1,0,-5,-1
O=C(NCc1ccc(F)cc1)C(c1cccs1)N(C(=O)c1csnn1)C1CC1 (centres undefined),7,-7,1,-16,2,-9,-0.4,-2,-1,-8
O=C(Nc1ccc(OCc2ccccc2)cc1)c1ccccc1,-12,12,-2,-6,-14,3,-1.8,0,-1,7
CN(C)S(=O)(=O)c1cccc(NC(=O)C2CCN(S(=O)(=O)c3cccs3)CC2)c1,4,-4,-4,1,-7,-6,0.3,-3,-4,1
CN(C)C(=O)c1cc(C(=O)c2ccccc2C(F)(F)F)c[nH]1,12,-12,-1,-1,0,12,0.0,-2,1,4
CCOC(=O)c1cc(-c2ccc(C)cc2)nc2nc(SC)[nH]c(=O)c12,-16,16,-5,-2,10,12,1.0,0,0,4
CC12CCC(C(=O)NCCCN3CCOCC3)(C(Br)C1=O)C2(C)C (centres undefined),-12,12,6,-4,-3,-9,1.1,-5,-1,0
COC(=O)c1ccc(C(=O)OC)c(NC(=S)N2CCN(c3ccccn3)CC2)c1,40,-40,1,0,-7,-28,-0.6,3,-3,-4
CCN1CCN(CCCNC(=O)C2c3ccccc3C(=O)N(c3ccc(OC)cc3)C2c2ccc(OC)cc2)CC1 (centres undefined),-5,5,0,-4,-8,22,1.2,3,-3,-1
Cc1ccc(C2C3=C(CC(C)(C)CC3=O)OC3=C2C(=O)CC(C)(C)C3)cc1,-17,17,-2,-14,5,-3,-1.3,0,1,-8
S=C(Nc1ccccc1Cl)N1CCCCC1,-10,10,-5,-9,-6,-6,0.5,-1,2,-17
Cc1cc(NC(=O)CSc2nnc(-c3ccncc3)n2C)n(-c2ccccc2)n1,-7,7,15*,-17,12,-194,12,-1,-1,-13
COc1cccc2c(=O)n(CC(=O)NCCc3ccccc3)ccc12,.,.,-5,-12,5,-11,1.0,-1,3,-11
Cc1sc2ncnc(NCc3cccs3)c2c1C,11,-11,4,-1,10,-4,-0.1,-1,0,-2
CC1CCCCN1S(=O)(=O)c1cccc(S(=O)(=O)N2CCOCC2)c1 (centres undefined),-7,7,1,-6,-3,-7,-6.5,.,3,2
CNC(=S)N/N=C/c1ccc(OCc2ccccc2)c(Br)c1,?,-83,-6,-8,7,-6,0.0,0,1,-7
Cc1ccc(NC(=O)c2ccc(S(=O)(=O)N3CCOCC3)cc2)c(C)c1,11,-11,-3,0,-7,14,1.4,-3,-5,-3
CCN1CCN(c2cc(C(C)(C)C)nc3c(-c4ccccc4)c(C)nn23)CC1,-5,5,4,-16,5,-2,0.3,-10,-7,2
CCC(=O)Nc1ccc(N2CCN(S(C)(=O)=O)CC2)cc1,8,-8,2,-6,8,-7,0.2,-1,2,1

# No enrichment for hits; overall some 2.1% were active at least once.
